Screens from PubChem BioAssay.
Lipid storage S3: qHTS Assay for Lipid Storage Modulators in Drosophila S3 Cells. 0.64% of 320,000 active. lipid storage change, negative = inhibition, % at the top dose, mostly 46.1 µM; hits show Potency in µM. Drosophila S3 cells, BODIPY lipid droplet fluorescence, 18-24 h; cells fed with added oleic acid; active = well fitted inhibition curve with a large enough effect in the signal ratio, with a control signal flat, not every such curve was filed as active; inconclusive = small, poorly fitted or top-dose-only effect, or effect the other way, or a change in a side signal; the % refers to the signal ratio
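Drosophila S3 cells loaded with oleic acid (400 uM, as added) and compounds at several concentrations; lipid droplets imaged by 488-nm laser-scanning cytometry, 500–530 nm intensity and object ratio to cell channel. Percent activity normalized to 20 uM Triacsin C.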
Lipid storage S3 cell count max: further read-out of Lipid storage S3, marked with its call; cell number change, %; measured here: cell count max response;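 cells counted by Cell Tracker Red CMTPX staining in the red channel; peak over a dose series mostly up to 46.1 µM; percent activity relative to internal control wells on each plate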
* marks the source's active call; other numbers are inactive results; i = inactive; ? = inconclusive; . = no result given. % is scaled to controls: 0 for no effect and ±100 for the full control effect; potency is read from the fitted curve at half-maximal effect.

SMILES | Lipid storage S3 | Lipid storage S3 cell count max
CCc1ccc2c(c1)C(O)(CC(=O)c1cccs1)C(=O)N2 (configuration not stated) | ? | .
Cc1ccc(NC(=O)CCCc2ccccc2)c([N+](=O)[O-])c1 | 15% | .
Cc1ccc(C(=O)Nc2nnc(-c3ccncc3)o2)cc1 | ? | .
Fc1ccc(N/N=C/C=C/c2ccccc2)c(F)c1 | -8% | -11
O=C(OCn1nnc2ccccc2c1=O)C1CCN(S(=O)(=O)c2cccs2)CC1 | 7% | 2
CCC(=O)N1CCc2cc(S(=O)(=O)NCCCOC)ccc21 | i | 20
CCc1cc2c(=O)c(-c3nc4ccccc4n3C)coc2c(CN2CCC(C)CC2)c1O | i | 24
CS(=O)(=O)NNC(=O)C1Cc2c(ccc3ccccc23)O1 (configuration not stated) | -1% | 3
O=C(CSc1nc(C2CC2)nc2ccccc12)N1CCc2ccccc2C1 | ? | .
Cc1ccccc1NC(=O)c1cccc(S(=O)(=O)N2CCOCC2)c1 | -22% | 2
Cc1ccnc(NC(=O)CNC(=O)c2ccc(C)s2)c1 | ? | .
CCN(C(=O)CSc1nnc(Cc2cccc3ccccc23)n1N)C1CCS(=O)(=O)C1 (configuration not stated) | ? | .
COc1ccc(CNc2ccc(S(N)(=O)=O)cc2)cc1 | 10% | -6
O=C(OC1CCOC1=O)c1ccc(N2CCCC2)c([N+](=O)[O-])c1 (configuration not stated) | ? | .
CCOC(=O)C1CCN(C(=O)c2cc3c(=O)n4cccc(C)c4nc3s2)CC1 | i | 7
Cc1[nH]c2ccccc2c1CCNC(=O)c1c(N)no[n+]1[O-] | i | .
O=C(CCc1ccccc1)N/N=C/c1cccc(O)c1 | 11% | .
CCOc1ccccc1N1C(=O)c2ccc(S(=O)(=O)c3ccc(C(=O)O)cc3)cc2C1=O | 25% | 24
CCN(CC)S(=O)(=O)c1ccc(NC(=O)COC(=O)CNS(=O)(=O)/C=C/c2ccccc2)cc1 | 28% | 16
COc1cc(C(=O)Nc2ccccc2C(=O)Nc2ccccn2)cc(OC)c1OC | ? | .
COC(=O)c1nnc(-c2ccccc2)nc1OC | ? | .
COCc1ccc(C(=O)N2CCCC(N3CCN(c4ccc(F)cc4)CC3)C2)o1 (configuration not stated) | ? | .
CC1(CCc2ccccc2)NC(=O)N(Cc2nnc(-c3ccccc3Br)o2)C1=O (configuration not stated) | 9% | -15
COc1ccc(C2=NOC(C(=O)Nc3c(C)n(C)n(-c4ccccc4)c3=O)C2)cc1OC (configuration not stated) | ? | .
Cc1ccc(C(=O)NCc2ccncc2)cc1S(=O)(=O)N1CCCCC1 | -10% | 15
SMILES | Lipid storage S3 | Lipid storage S3 cell count max
Cc1ccc(CC(=O)NC2CCSC2=O)cc1 (configuration not stated) | -14% | 2
COc1cc(CNCCc2ccccc2)ccc1OCC(=O)NC(C)(C)C | 4% | 20
COc1ccc(NC(C)=O)c(C)c1 | 1% | 7
COc1ccc(-c2cn3c(C)c(C(=O)Nc4cccc(C)n4)sc3n2)cc1 | ? | .
O=C(c1ccc(F)cc1)N1CCC(N2CCOCC2)CC1 | ? | .
CC1Cc2ccccc2N1CC(=O)NC(=O)NC(C)(C)C (configuration not stated) | ? | .
CNC(=S)Nc1ccc(OC(F)(F)F)cc1 | ? | .
C#CCOCCOCCOCCNc1nc(N2CCN(C(=O)[C@H](CCCCN)n3cc([C@@H](N)CO)nn3)CC2)nc(N2CCN(C(=O)[C@H](Cc3cc4ccccc4[nH]3)n3cc([C@@H](N)CC(C)C)nn3)CC2)n1 | -6% | .
CCc1nnc(NC(=O)c2c(C)nn(-c3ccccc3)c2Cl)s1 | 1% | 2
COCC(C)NCc1ccc(OC)c(Br)c1 (configuration not stated) | ? | .
O=C(NCc1ccc(OC(F)(F)F)cc1)C1CCC(=O)N(C2CC2)C1 (configuration not stated) | ? | .
CC(C)NS(=O)(=O)c1ccc(NC(=S)NC(=O)c2cccc([N+](=O)[O-])c2)cc1 | ? | .
CCCCc1ncc(CN2CCN(Cc3ccc(C)cc3)C(CCO)C2)[nH]1 (configuration not stated) | 3% | -10
O=C(Cc1ccc([N+](=O)[O-])cc1)Nc1ccc(Cl)cc1 | ? | .
Cc1ccc(N(CC(=O)NC2CCCC2)C(=O)CCC(=O)Nc2nccs2)c(C)c1 | ? | .
CN(c1ccccc1C(=O)O)S(=O)(=O)c1ccc2c3c(cccc13)C(=O)N2 | 1% | 2
CCCc1nn(C(=O)c2ccccc2)c2c1C(=O)CC(C)(C)C2 | -8% | 14
COc1cc(C(=O)NCCC(=O)NCCCN2CCCCC2)cc(OC)c1OC | ? | .
COc1ccc(NC(=O)N2CCc3ccccc32)cc1 | ? | .
O=C(Nc1ccccc1[N+](=O)[O-])c1cccnc1Cl | 17% | 11
Cc1[nH]c2c(Cl)cccc2c1CCNC(=O)C1CCCCC1C(=O)OCC(F)(F)F (configuration not stated) | ? | .
O=C(CCCN1C(=O)c2ccccc2C1=O)NCCC1=CCCCC1 | 15% | .
Cc1cccc(NC(=O)CCC(=O)N/N=C/c2cccnc2)c1 | ? | .
CN1CCN(CC#CC(C)(O)C2CC3C=CC2C3)CC1 (configuration not stated) | ? | .
CCOC(=O)c1nn(-c2ccccc2C)c2nc(Nc3ccccc3)cc(=O)n12 | -7% | 6
SMILES | Lipid storage S3 | Lipid storage S3 cell count max
CCc1nc(C#N)c(N2CCOCC2)o1 | ? | .
CCOC(=O)c1c(C)[nH]c(C2=NNC(=NC3CC3)SC2)c1C | ? | .
Cc1cccnc1NC(=O)c1ccco1 | ? | .
CCOC(=O)Cc1nnc(-c2ccccc2)o1 | ? | .
CCCCCN(C(=O)CN(C)Cc1ccc(OC)cc1OC)c1c(N)n(CCCC)c(=O)[nH]c1=O | ? | .
O=C(N/N=C\c1ccc(F)cc1)c1csnn1 | ? | .
O=C(NCC(=O)N1CCN(C(=O)c2ccco2)CC1)c1ccccc1 | ? | .
Clc1ccc(-c2ccccc2)cn1 | ? | .
O=C(Nc1ccccc1C(=O)N1CCCCC1)c1ccc(Cl)cc1Cl | ? | .
N#Cc1ccc(OCC(=O)N/N=C/C2CC=CCC2)cc1 (configuration not stated) | -10% | 19
COc1ccc(N2CCN(c3oc(COc4ccccc4)nc3C#N)CC2)cc1 | 5% | 4
Cc1ccc(C(=O)N[C@H](C(=O)OCC(=O)c2ccc[nH]2)C(C)C)cc1 | ? | .
COc1ccccc1Nc1nc(NCC2CCCO2)c2ccccc2n1 (configuration not stated) | -13% | 2
CN(C(=O)c1cnccn1)c1nnc(-c2cnccn2)s1 | 9% | -4
CC1CN(C(=O)CCC(=O)NCc2ccc(F)cc2)c2ccccc2S1 (configuration not stated) | i | 22
O=C1NC[C@@H](Cc2cccc3ccccc23)N(CCc2cc(C(F)(F)F)cc(C(F)(F)F)c2)C1=O | -25% | -12
COc1ccc(NC(=O)CCSc2ccc(C)cc2)cc1S(=O)(=O)Nc1ccccc1Cl | ? | .
COc1ccc(OC)c(Nc2ncnc3sc(-c4ccccc4)cc23)c1 | ? | .
COc1cccc(/C=N/NC(=O)c2cnccn2)c1OC | ? | .
CCN(CC)C(=O)c1sc2nc(Cc3ccccc3)[nH]c(=O)c2c1C | ? | .
Cc1sc2nc(CN3CCCC3)nc(N3CCN(S(=O)(=O)c4cccs4)CC3)c2c1C | 26% | -22
Cc1cc(C)cc(NC(=O)c2cccc(C(=O)Nc3cc(C)cc(C)c3)n2)c1 | 13% | -4
COCCNC(=O)C1CCCN(S(=O)(=O)c2c(C)noc2/C=C/c2cccs2)C1 (configuration not stated) | ? | .
CN(C)C(CNC(=O)c1c(F)cccc1Cl)c1ccco1 (configuration not stated) | i | 6
O=C(NC1CCCC1)c1cc(-c2cccc(Cl)c2)on1 | ? | .

The final 2 compounds of the section above are carried over, then new ones follow.
SMILES | Lipid storage S3 | Lipid storage S3 cell count max
CN(C)C(CNC(=O)c1c(F)cccc1Cl)c1ccco1 (configuration not stated) | i | 6
O=C(NC1CCCC1)c1cc(-c2cccc(Cl)c2)on1 | ? | .
O=C(Cc1ccc(S(=O)(=O)N2CCCCC2)s1)Nc1ccc(F)c(F)c1 | ? | .
COc1ccc(C)cc1-n1c(SCC(=O)Nc2cc(C)on2)nc2sc(C)c(C)c2c1=O | ? | .
O=C(O)Cc1ccc(NC(=O)c2ccc(Cl)c(Cl)c2)cc1 | ? | .
CC(/C=N/N1CCN(c2ccccn2)CC1)=C\c1ccccc1 | -7% | -11
Cc1cc(C)cc(NC(=O)c2ccccc2CC[N+](=O)[O-])c1 | i | .
COc1ccc(O)c(/C=N/N2CCOCC2)c1 | 11% | 0
Cn1c(=O)cc(-c2ccccc2)c2ccccc21 | ? | .
CC(C)N1C(=O)CCN(C=O)c2ccccc21 | -3% | .
CC(=O)CCS(=O)(=O)c1ccc(C)c(C)c1 | ? | .
COc1ccc(OC)c(N(C(=O)c2snc(C(N)=O)c2N)C(C(=O)NCC2CCCO2)c2ccc3ncccc3c2)c1 (configuration not stated) | ? | .
CCOC(=O)C1=C(N)Oc2cc(C)n(C)c(=O)c2C1c1ccncc1 (configuration not stated) | ? | .
Cc1cc(C)c(C)c(OCC(=O)N2CCCCCC2)c1 | i | 16
CC(NC(=O)CCC(=O)c1ccccc1)c1ccc(F)cc1 (configuration not stated) | ? | .
Cn1nccc1C(=O)Nc1nnc(C2CC2)s1 | -12% | .
CSC1=C(C#N)C(c2ccc(Cl)cc2)C2=C(CC(C)(C)CC2=O)N1 (configuration not stated) | 9% | -20
NS(=O)(=O)c1ccc(O)c(NC(=O)c2ccc([N+](=O)[O-])cc2)c1 | ? | .
Fc1ccc(Nc2ncnc3sc4c(c23)CCC4)cc1 | i | .
Cc1ncoc1C(=O)N1CCCC(C(=O)c2ccc(-c3ccccc3)cc2)C1 (configuration not stated) | ? | .
COc1ccc(Cc2noc(CN3CCN(C4CCc5ccccc5C4)CC3)n2)cc1OC (configuration not stated) | -5% | 21
CC(=O)c1c(OC(=O)c2ccc(C)cc2)c2ccccc2n1C | ? | .
C[C@@H]1CC=C[C@H]2[C@H]1C(=O)N(Cc1ccccc1)[C@H]2c1ccc(F)c(/C=C/c2ccccc2)c1 | ? | .
O=C(Nc1nc(-c2ccccc2)nc2ccccc12)c1ccc(F)cc1 | ? | .
COc1ccc(CCC(=O)N2CCN(S(=O)(=O)c3ccc(OC)cc3)CC2)cc1 | ? | .
O=C(Nc1ccccc1C(=O)O)c1ccc2c(c1)C(=O)N(c1cccc([N+](=O)[O-])c1)C2=O | i | .
Cc1ccc(CNC(=O)c2ccc(N3CCC4(CC3)CC(c3ccccc3)=NO4)c(NC(=O)c3ccc(Cl)c([N+](=O)[O-])c3)c2)cc1 | ? | .
SMILES | Lipid storage S3 | Lipid storage S3 cell count max
O=C(NCc1ccccn1)C1CCN(S(=O)(=O)c2ccccc2)CC1 | 0% | 20
CC(C)CC(=O)Nc1c2c(nn1-c1ccc(F)cc1)CS(=O)C2 (configuration not stated) | i | 23
O=C(CCCN1CCC(c2ccccc2)C1)c1ccc2c(c1)OCCO2 (configuration not stated) | ? | .
CCc1ccccc1NC(=O)c1cnc2scc(C)n2c1=O | 1% | -9
Cc1ccc(C(C(=O)NC2CCCC2)N(Cc2ccc3c(c2)OCO3)C(=O)Cc2cccs2)cc1 (configuration not stated) | ? | .
COc1ccc(CCC(C)N2CCC(Oc3ccc(C(=O)N4CCCC4)cc3)CC2)cc1 (configuration not stated) | i | -18
O=C(CSc1ccccc1F)Nc1ccc(N2CCOCC2)cc1 | i | -3
O=C(/C=C/c1ccccc1F)c1cccc([N+](=O)[O-])c1 | ? | .
CCOc1ccc(NC(=O)Cn2nnc(C(=O)NCc3ccccc3OC)c2N)cc1 | -15% | -16
CN1CCN(C(=S)C(=O)Nc2ccccc2)CC1 | ? | .
CCOC(=O)c1nnc(-c2ccc(C)cc2)nc1Oc1ccccc1Cl | ? | .
O=C(CSc1nc2ccccc2c(=O)n1-c1ccc(Cl)cc1)c1ccco1 | 10% | -9
O=C(c1ccc(COCC(F)(F)F)o1)N1CCCCCC1 | ? | .
CCOC(=O)c1cc2c(=O)[nH]ccc2nc1C(F)(F)F | 0% | 17
CCC(C)NC(=S)Nc1ccc2nc(N3CCN(CC)CC3)cc(C)c2c1 (configuration not stated) | ? | .
COc1ccc(C(CNC(=O)C(=O)Nc2ccc3c(c2)OCO3)N2CCN(C)CC2)cc1 (configuration not stated) | 19% | .

Structural class, the entries above containing a Cl atom.
SMILES | Lipid storage S3 | Lipid storage S3 cell count max
CCc1nnc(NC(=O)c2c(C)nn(-c3ccccc3)c2Cl)s1 | 1% | 2
O=C(Cc1ccc([N+](=O)[O-])cc1)Nc1ccc(Cl)cc1 | ? | .
O=C(Nc1ccccc1[N+](=O)[O-])c1cccnc1Cl | 17% | 11
Cc1[nH]c2c(Cl)cccc2c1CCNC(=O)C1CCCCC1C(=O)OCC(F)(F)F (configuration not stated) | ? | .
Clc1ccc(-c2ccccc2)cn1 | ? | .
O=C(Nc1ccccc1C(=O)N1CCCCC1)c1ccc(Cl)cc1Cl | ? | .
COc1ccc(NC(=O)CCSc2ccc(C)cc2)cc1S(=O)(=O)Nc1ccccc1Cl | ? | .
CN(C)C(CNC(=O)c1c(F)cccc1Cl)c1ccco1 (configuration not stated) | i | 6
O=C(NC1CCCC1)c1cc(-c2cccc(Cl)c2)on1 | ? | .
O=C(O)Cc1ccc(NC(=O)c2ccc(Cl)c(Cl)c2)cc1 | ? | .
CSC1=C(C#N)C(c2ccc(Cl)cc2)C2=C(CC(C)(C)CC2=O)N1 (configuration not stated) | 9% | -20
Cc1ccc(CNC(=O)c2ccc(N3CCC4(CC3)CC(c3ccccc3)=NO4)c(NC(=O)c3ccc(Cl)c([N+](=O)[O-])c3)c2)cc1 | ? | .
CCOC(=O)c1nnc(-c2ccc(C)cc2)nc1Oc1ccccc1Cl | ? | .
O=C(CSc1nc2ccccc2c(=O)n1-c1ccc(Cl)cc1)c1ccco1 | 10% | -9

Not all compounds are listed; rates above refer to the full screens.
